CHRM5 PAM: CHRM5 positive allosteric modulation | P08912 | CHO-K1 hM5, Fluo-8 calcium, ACh EC20 PAM; 0% = ACh EC20, 100% = ACh EC100 | activation, % at 3 µM | 0.3% of 360,000 active;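 active means activation above the run cutoff, the mean activation of all test compounds plus 3 SD, cut at about 18% in these data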
Target sequence (P08912 whole entry, looked up): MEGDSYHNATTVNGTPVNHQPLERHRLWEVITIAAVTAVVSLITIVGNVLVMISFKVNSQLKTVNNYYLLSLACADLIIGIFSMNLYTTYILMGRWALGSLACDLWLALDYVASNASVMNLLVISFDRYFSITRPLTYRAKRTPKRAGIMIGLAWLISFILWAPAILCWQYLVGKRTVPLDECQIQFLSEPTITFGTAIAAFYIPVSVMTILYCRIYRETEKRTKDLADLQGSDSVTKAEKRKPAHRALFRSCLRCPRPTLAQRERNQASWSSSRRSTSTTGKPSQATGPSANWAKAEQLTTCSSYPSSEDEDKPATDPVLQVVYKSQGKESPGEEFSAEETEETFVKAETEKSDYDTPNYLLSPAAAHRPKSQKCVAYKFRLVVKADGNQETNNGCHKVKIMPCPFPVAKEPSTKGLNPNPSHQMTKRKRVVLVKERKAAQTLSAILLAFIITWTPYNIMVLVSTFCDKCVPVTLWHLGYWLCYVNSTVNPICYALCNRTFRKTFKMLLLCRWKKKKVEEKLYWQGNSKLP
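Probe or stimulus: acetylcholine, EC20 level; Assay system: human M5 receptor in CHO-K1 cells; Schedule: compound preincubation 140 s before EC20 acetylcholine addition; Technique: intracellular calcium via Fluo-8 fluorescence; Dosing: single-point, 3 µM nominal; Read-out basis: percent activation from peak-over-basal fluorescence ratio, scaled EC20-to-EC100 acetylcholine; Repeats: one well per compound, no replicates.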
TAAR1 ag: human TAAR1 agonism | CHO RD-HGA16 TAAR1, Fluo-8 calcium fluorescence; vehicle wells 0%, saturating PEA agonist 100% | 0.99% of 360,000 active | activation, % at 3 µM | AID 624467 | Q96RJ0;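 active means activation above the mean activation of all test compounds in the run plus 3 SD, cut at about 38% in these data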
Target sequence (Q96RJ0 whole entry, looked up): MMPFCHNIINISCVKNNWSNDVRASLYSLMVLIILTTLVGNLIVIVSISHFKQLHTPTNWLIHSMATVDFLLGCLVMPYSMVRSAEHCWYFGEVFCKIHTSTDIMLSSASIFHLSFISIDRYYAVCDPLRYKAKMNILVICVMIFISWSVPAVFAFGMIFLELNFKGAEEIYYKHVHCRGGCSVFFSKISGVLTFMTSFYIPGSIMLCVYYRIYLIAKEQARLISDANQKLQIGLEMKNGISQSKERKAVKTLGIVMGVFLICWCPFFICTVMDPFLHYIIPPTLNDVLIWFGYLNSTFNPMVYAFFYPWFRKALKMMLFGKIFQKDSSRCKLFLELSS
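Assay system: CHO-derived RD-HGA16 cells with stable Gα16 and human TAAR1; timing: 17-24 h seeding, 75 min 37 °C dye, 30 min RT; read-out: % activation from peak over basal fluorescence ratio, DMSO-to-PEA scaled; measured by: kinetic Fluo-8 calcium fluorescence; benchmarks: low control DMSO, high control PEA (EC100); doses: 3 µM single concentration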
CHRM1 antagonist: blocks human M1 muscarinic receptor. CHO-K1 hM1, Fluo-8 calcium fluorescence, ACh EC80 antagonist. inhibition, % at 3 µM. 1.3% of 360,000 active;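 active means percent inhibition above its own plate's cutoff, namely the mean of that plate's compound wells plus 3 SD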;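 further: peak over basal fluorescence ratio during 140 s after agonist addition; 0% = ACh EC80 plus DMSO and 100% = DMSO alone without agonist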
M4 antag: CHRM4 antagonism in calcium assay. P08173. CHO-hM4 cells, ACh EC80, Fluo-8 calcium fluorescence. inhibition, % at 3 µM. 0.73% of 360,000 active. AID 624125;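 active means inhibition above its plate's cutoff, the mean inhibition of sample wells plus 3 SD, cut at about 27% in these data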;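 further: 0% = acetylcholine EC80 with DMSO and 100% = DMSO without agonist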
M1 ag: activates human CHRM1 receptor | P11229 | CHO-K1 hM1, Fluo-8 calcium fluorescence, agonist mode; 0% DMSO, 100% acetylcholine EC100 | activation, % at 3 µM | 0.33% of 360,000 active;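 active means activation above the run's mean compound activation plus 3 SD, cut at about 16% in these data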;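 further: peak over basal fluorescence ratio within a 140 s kinetic read after compound addition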
CHRM1 PAM: human CHRM1 positive allosteric modulation; P11229; CHO-K1 hM1, Fluo-8 calcium fluorescence, ACh EC20; 0% = ACh EC20, 100% = maximal ACh; activation, % at 3 µM; 0.088% of 360,000 active; AID 588819; in the data active means activation above about 19%, passing the limit was not always enough
M5 antag: blocks acetylcholine activation of human M5 receptor | P08912 | inhibition, % at 3 µM | CHO-hM5 cells, Fluo-8 calcium fluorescence, ACh EC80 | 0.59% of 360,000 active;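 active means inhibition above a per-plate cutoff, the mean of that plate's test compounds plus 3 SD, cut at about 27% in these data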;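 further: 0% = acetylcholine EC80 with DMSO and 100% = DMSO without agonist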
CHRM4 agonist: CHRM4 agonism in calcium assay; activation, % at 3 µM; P08173; 0.14% of 360,000 active; AID 624127; CHO-K1 hM4/Gqi5, Fluo-8 calcium fluorescence; vehicle 0%, full acetylcholine response 100%;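 active means activation above the run mean over all test wells plus 3 SD, cut at about 32% in these data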;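 further: peak over basal fluorescence ratio per well then scaled between controls; 0% = DMSO wells and 100% = acetylcholine at EC100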
CHRM5 agonist: CHRM5 agonism in calcium assay | CHO-K1 hM5 cells, Fluo-8 calcium fluorescence; 0% DMSO wells, 100% maximal acetylcholine response | AID 624037 | activation, % at 3 µM | 0.19% of 360,000 active;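 active means activation above the run's mean over test compounds plus 3 SD, cut at about 23% in these data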;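 further: signal is peak over basal fluorescence ratio across the kinetic read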
* marks the source's active call; other numbers are inactive results; / = not tested or not shown. Only part of the results is shown (hit frequency here may not be typical).

compound	CHRM5 PAM	TAAR1 ag	CHRM1 antagonist	M4 antag	M1 ag	CHRM1 PAM	M5 antag	CHRM4 agonist	CHRM5 agonist
O=C(c1ccccc1)N1CCCC(C(=O)N2CCN(c3ccccc3)CC2)C1 (stereo unspecified)	11	-1	-13	5	-5	6	-7	0	1
CCN(CC)c1cc2nc(C)n(Cc3ccccc3)c(=O)c2cc1NC(=O)C1CC1	3	-1	-11	5	-6	-2	-1	2	-3
COc1ccc(N(Cc2nnc3n2CCCCC3)C(=O)Nc2ccccc2)cc1	3	-1	14	2	-3	-3	6	1	2
O=C(Nc1ccc(N2CCN(C(=O)c3ccccc3)CC2)cc1)c1cc2ccccc2o1	-12	15	9	1	1	-14	7	10	6
COc1cc(NS(=O)(=O)c2ccc(NC(=O)CN3C(=O)c4ccccc4C3=O)cc2)nc(OC)n1	-4	6	1	-2	-5	-3	9	0	1
CC(C)C(=O)Nc1c2c(nn1-c1ccccc1)CSC2	0	1	-7	6	-2	4	13	0	-5
CCc1nnc(NC(=O)CCS(=O)(=O)Cc2ccccc2)s1	-1	-2	0	5	-2	2	-1	1	-2
O=C(COc1ccccc1Cl)NCc1ccncc1	3	4	-8	-1	-1	11	-5	1	-3
CC/C(=N/Nc1cccc(C)c1)c1cnnc(SC)n1	-1	1	-16	8	-12	3	-9	-1	-7
Cc1cccc(OCc2nnc(SCn3nnc4ccccc4c3=O)o2)c1	-6	2	0	-6	-3	-1	1	5	-1
COc1cccc(C2c3c(oc4ccccc4c3=O)C(=O)N2CCCN(C)C)c1OC (stereo unspecified)	-6	2	-5	-1	-4	5	-2	0	-1
CCCC(=O)N1CCN(c2ccc([N+](=O)[O-])cc2Cl)CC1	-6	2	-3	-2	-2	1	0	5	0
CCN(c1ccccc1)S(=O)(=O)c1c(C)noc1C	7	-2	17	-11	-6	0	2	-1	-2
CCc1c(C)sc2nc3c(C(=O)N4CCOCC4)cc(C(=O)c4ccccc4O)cn3c(=O)c12	-6	4	4	-9	-1	0	14	12	1
COC(=O)c1ccc(Nc2nnc(-c3ccc(C)c(S(=O)(=O)NCC4CCCO4)c3)c3ccccc23)cc1 (stereo unspecified)	-3	10	-3	0	-8	2	3	1	-3
COc1ccc(N(Cc2ccccc2)S(=O)(=O)c2cc(C(=O)O)ccc2Cl)cc1	2	-2	-2	-2	-1	1	0	1	-2
Cc1ccc(SCC(=O)Nc2nnc(C(C)(C)C)s2)cc1	-2	15	-21	-6	-3	12	12	0	-5
COc1cc(=O)n(C)c2c(OCC(O)C(C)(C)O)cccc12 (stereo unspecified)	0	2	-31	-12	-3	6	5	4	1
CC(=O)Nc1ccc(N(C)C)cc1[N+](=O)[O-]	-4	6	-7	1	1	6	10	1	5
Cc1ccc2c(COC(=O)c3ccccc3Br)cc(=O)oc2c1	-1	3	-6	6	-2	6	3	1	0
COc1cccc(Nc2nc(NCCO)nc(N3CCCC3)n2)c1	-2	9	-6	4	-4	9	-2	4	2
COc1ccc(NC(=S)N2CCN(C/C=C/c3ccccc3)CC2)c(OC)c1	1	1	-9	-13	-8	2	-8	3	-6
COC(=O)CNc1nc(Cl)nc(N2CCC(C)CC2)n1	6	0	-8	-2	-4	6	-2	0	2
C#CCNC(=O)C1=C[C@H](c2ccccc2)C[C@H](OCCCCO)O1	1	4	3	8	-2	2	10	0	1

Continued; it opens with the 2 that closed the last part.
compound	CHRM5 PAM	TAAR1 ag	CHRM1 antagonist	M4 antag	M1 ag	CHRM1 PAM	M5 antag	CHRM4 agonist	CHRM5 agonist
COC(=O)CNc1nc(Cl)nc(N2CCC(C)CC2)n1	6	0	-8	-2	-4	6	-2	0	2
C#CCNC(=O)C1=C[C@H](c2ccccc2)C[C@H](OCCCCO)O1	1	4	3	8	-2	2	10	0	1
Fc1ccc(-c2[nH]ncc2CN2CCN(c3ccc(F)cc3)CC2)cc1	2	34	-8	2	17*	10	5	9	31*
CCCCNC(=O)c1ccc2nc(-c3ccco3)c(-c3ccco3)nc2c1	-3	1	-12	-3	1	13	2	2	2
CCOc1ccc(NC(=O)CN(C)C(=O)C2CC(=O)N(Cc3ccco3)C2)cc1OCC (stereo unspecified)	-1	12	-10	-8	-6	8	-1	1	-2
CCOC(=O)c1c(C)n(C)c2cc(-c3ccc(F)cc3)c(O)cc12	-1	0	-2	1	-6	4	-2	-1	-3
COc1ccc2c(c1)-c1c(sn(-c3ccc(OC)c(OC)c3)c1=S)C(C)(C)N2	-30	5	27*	8	-6	-17	8	-2	-15
COc1ccc(CNC(=O)CC2C[C@H](C(=O)N3CCOCC3)[C@@]3(C)c4[nH]c5ccccc5c4CCN3C2=O)cc1OC (stereo partly specified)	-5	-1	14	-21	-4	-7	-2	0	0
Cc1ccc(S(=O)(=O)N2[C@@H](c3ccc(C#N)cc3)C(C(=O)O)=C[C@H]2C(C)(C)C)cc1	-1	1	-4	-3	1	17	-2	0	-1
COc1cccc(NC(=S)NC(=O)/C=C/c2ccco2)c1	-4	7	2	-10	-2	-3	15	0	-1
C=CCNc1nc(-c2cccc(OC)c2O)nc2ccccc12	-10	17	-7	14	-1	15	-1	8	0
O=C(CN1CCN(S(=O)(=O)c2ccc(Cl)cc2)CC1)Nc1ccc(N2CCOCC2)cc1	-3	11	3	-3	0	4	0	8	5
COC(=O)c1ccc2ccn(CC(=O)NC(C)C)c2c1	0	3	-6	0	-7	7	3	1	-2
CC1(c2ccccc2)NC(=O)N(CC(=O)Nc2cccc(/C=C/c3ccccn3)c2)C1=O (stereo unspecified)	-12	9	1	-5	-4	3	-11	13	-2
CC1(C(=O)Nc2cnc3ccccc3c2)CCN1Cc1ccc(OC(F)(F)F)cc1 (stereo unspecified)	-11	-1	6	3	-8	-11	0	1	-3
O=C(COC(=O)c1ccccc1OCC(=O)Nc1ccc(Br)cc1)Nc1ccccc1	2	1	-10	7	0	11	3	1	-1
O=C(CCCN1CCN(c2ccccn2)CC1)c1ccc(F)cc1	7	0	-26	-4	-8	-6	-6	1	-1
COc1ccc2[nH]c3c(c2c1)CCN1C(=O)C(CC(=O)NCc2cccc(C(F)(F)F)c2)C[C@H](C(=O)N2CCOCC2)[C@@]31C (stereo partly specified)	-6	1	-17	-21	-7	7	1	0	-2
O=C(CCS(=O)(=O)c1cccc2nonc12)N1CCN(c2ccc(F)cc2)CC1	7	0	-8	-4	-4	5	-8	2	-1
O=C(c1ccc(OC2CCN(C(=O)C3CC3)CC2)cc1)N(CCO)Cc1ccccc1	4	2	-3	11	0	2	2	4	-1
O=C(Cc1c[nH]c2ccccc12)N1CCN(S(=O)(=O)c2ccc(F)cc2)CC1	-8	5	8	-6	4	1	14	8	3
COCCCNC(=O)C[C@@H]1C[C@@]2(C(=O)OC)CC(C)(C)CC=C2N(Cc2cccc3ccccc23)C1=O	6	8	/	-6	/	/	-8	11	4
Cc1nc2ncnn2c(N2CCCC(C(=O)Nc3ccccc3Br)C2)c1C (stereo unspecified)	-3	1	6	12	-2	-1	8	13	4
O=C(Cn1ccc([N+](=O)[O-])n1)N1CCCCC1	-2	1	14	-4	-2	-2	8	1	-6
O=C(CN1CCOCC1)Nc1ncc(Cc2cccc(Cl)c2)s1	4	7	-8	4	-9	8	-1	5	1
Cc1cccc(C)c1NC(=O)COC(=O)c1cc(S(=O)(=O)Nc2ccc(Cl)cc2)ccc1O	-5	12	-6	-2	-2	-3	0	1	2
Cc1ccc(NC(=O)CSc2ccc(-c3cccnc3)nn2)c(C)c1	15	1	-20	-15	2	16	-15	1	-1
COc1ccc(C(=O)NCCNC(=O)c2cc(OCC(F)(F)F)ccc2OCC(F)(F)F)cc1	8	8	11	6	-3	-1	5	2	0
Cc1nc2ncnn2c(C)c1CCC(=O)Nc1csc(N)n1	-2	0	-3	-2	-3	8	0	1	0
Cc1cc(C(=O)NCCN2CCCCC2C)n(-c2ccccc2)n1 (stereo unspecified)	2	2	-13	-16	-9	6	-3	0	-3
O=C(Nc1ccncc1)c1ccc(NS(=O)(=O)c2ccc3[nH]c(=O)[nH]c3c2)cc1	-6	1	-1	2	-3	1	12	0	-3
CC(C)C(=O)Nc1ccc(-c2nc3cccnc3o2)cc1	-17	2	-4	3	0	-4	3	1	-5
CCOc1ccccc1NC(=S)N1CCN(c2ccccc2)CC1	5	6	-13	10	-2	4	-12	0	0
CC(C)(C)OC(=O)NCc1ccc(NC(=O)c2nc[nH]c2C(=O)NCCN(CCNC(=O)c2[nH]cnc2C(=O)Nc2ccc(CNC(=O)OC(C)(C)C)cc2)CCNC(=O)c2[nH]cnc2C(=O)Nc2ccc(CNC(=O)OC(C)(C)C)cc2)cc1	-6	1	9	-3	-7	-16	4	3	5
CN(C(=O)COC(=O)c1ccc2c(c1)OCCO2)C1CCCCC1	-6	5	2	1	-6	-2	6	4	2
Cc1noc(C)c1S(=O)(=O)Nc1ccccc1Oc1ccccc1	6	-2	-4	-11	-6	0	-7	1	-14
CC1CCCCC1NC(=O)c1cccc(S(=O)(=O)N2CCN(Cc3ccccc3)CC2)c1 (stereo unspecified)	-6	-1	13	14	-4	-8	-3	7	2
CCSC1=N/C(=C/c2ccsc2)C(=O)N1c1ccccc1	-6	1	-10	-12	4	-4	-1	-2	-5
CC(C)(C)OC(=O)N1Cc2ccccc2C[C@H]1C(=O)NCC(=O)NC1CCCC1	-4	10	-1	-10	-3	5	-5	0	-4
Cc1cc(C)cc(NC(=S)NCc2ccc(S(N)(=O)=O)cc2)c1	5	8	-3	2	-3	11	11	2	0
CC(C)NC(=O)C1CCN(C2CCN(Cc3ccc4cccc(F)c4n3)CC2)CC1	0	-2	-10	-8	-7	2	3	1	-8
Cc1cc(C)cc(C(=O)N(CCc2ccccc2)C2=CC3CCC(C2)N3C)c1 (stereo unspecified)	-5	4	-7	2	-11	11	18	1	-7
N/C(=N\OC(=O)c1ccc(Br)cc1)c1ccncc1	-1	1	-3	-2	-2	10	-1	1	1
CCNC(=O)N1CCCC(C(=O)c2ccc(-c3ccccc3)cc2)C1 (stereo unspecified)	5	2	-10	-7	0	2	-1	7	3
O=C(N/N=C/c1cc(Br)cc(Cl)c1O)c1ccc2c(c1)OCO2	1	8	-6	3	-2	5	4	1	-4
CCn1cc(CNC(=O)C2CCC(=O)N(Cc3ccc(Cl)cc3)C2)cn1 (stereo unspecified)	3	7	-19	0	-3	14	-4	1	-3
S=c1nccc(-c2cccs2)[nH]1	2	1	-7	-7	-4	7	2	1	1
Fc1ccccc1CSc1ccc(-c2ccco2)nn1	6	-2	-11	0	-6	8	3	0	-2

Screening data (PubChem)
